m5-HT2A agonist – activates the mouse 5-HT2A serotonin receptor. P35363. hit rate 0.66% among 360,000. CHO-K1 mHTR2A beta-arrestin complementation, luminescence; percent of 30 µM serotonin response. activation, % at 7.6 µM;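 active = activation above a run cutoff, the mean activation of all tested compounds plus 3 SD, cut at about 14% in these data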;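 note: 0% = plate median of compound wells and 100% = 30 µM serotonin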
ABHD5-PLIN5 inh – inhibitors of human ABHD5-perilipin-5 interaction | inhibition, % at 4 µM | Split G. princeps luciferase complementation, luminescence, 4 h | Q00G26+Q8WTS1 | hit rate 0.78% among 360,000;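 active = inhibition above the mean inhibition across every tested compound plus 3 SD, cut at about 22% in these data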;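 note: 0% = DMSO only wells and the 100% control is not disclosed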
MC4R barr agon – agonists of human melanocortin 4 receptor (MC4R) beta-arrestin; hit rate 0.98% among 360,000; activation, % at 8.9 µM; P32245; U2OS MC4R beta-arrestin complementation, luminescence; percent of melanotan II response, DMSO zero;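 active = activation above a per-plate cutoff, the mean activation of sample wells on that plate plus 3 SD, cut at about 8% in these data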
Cardio protect – protects H9c2 cardiomyocytes from peroxide injury. H2O2 injury protection, ATPLite, 2 h. protection from H2O2 cell death, % at 20 µM. hit rate 0.63% among 360,000. AID 588492;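 active = compounds giving at least 50% protection of heart cells from peroxide-induced death in the single-dose screen, raw or plate-pattern-corrected value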;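 note: 0% = DMSO wells with peroxide and 100% = DMSO wells without peroxide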
MC4R antag cAMP – antagonists of human melanocortin 4 receptor (MC4R) | MC4R-expressing cells, MTII-stimulated cAMP, LANCE TR-FRET | inhibition, % at 6.5 µM | hit rate 0.48% among 360,000 | AID 540295;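 active = inhibition above its plate's cutoff, the mean of tested wells on that plate plus 3 SD, cut at about 29% in these data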;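 note: 0% = Melanotan II alone and 100% = Melanotan II plus saturating MCL0020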
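system = U2OS cells with stable human MC4R expression | also added = Melanotan II challenge after compound preincubation | dosing = one concentration, 6.5 µM nominal | incubation = compound 30 min, challenge 1 h, detection 1 h | measured by = TR-FRET with Eu-cAMP and labeled anti-cAMP, 671 nm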
ABCB6 inh MLPCN – inhibitors of human ABC transporter ABCB6 | Q9NP58 | K562-ABCB6 porphyrin accumulation, flow cytometry, 1 h; stronger effect = lower value | fluorescence ratio to DMSO, % at 10 µM | hit rate 0.19% among 360,000;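 active = fluorescence ratio to DMSO below 75%, the collection mean minus 3 SD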;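 note: signal is porphyrin accumulated inside mitochondria; 100% equals median channel fluorescence of DMSO control wells; lower ratio means ABCB6 inhibition with less porphyrin fluorescence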
Target sequence (Q9NP58 whole entry, looked up): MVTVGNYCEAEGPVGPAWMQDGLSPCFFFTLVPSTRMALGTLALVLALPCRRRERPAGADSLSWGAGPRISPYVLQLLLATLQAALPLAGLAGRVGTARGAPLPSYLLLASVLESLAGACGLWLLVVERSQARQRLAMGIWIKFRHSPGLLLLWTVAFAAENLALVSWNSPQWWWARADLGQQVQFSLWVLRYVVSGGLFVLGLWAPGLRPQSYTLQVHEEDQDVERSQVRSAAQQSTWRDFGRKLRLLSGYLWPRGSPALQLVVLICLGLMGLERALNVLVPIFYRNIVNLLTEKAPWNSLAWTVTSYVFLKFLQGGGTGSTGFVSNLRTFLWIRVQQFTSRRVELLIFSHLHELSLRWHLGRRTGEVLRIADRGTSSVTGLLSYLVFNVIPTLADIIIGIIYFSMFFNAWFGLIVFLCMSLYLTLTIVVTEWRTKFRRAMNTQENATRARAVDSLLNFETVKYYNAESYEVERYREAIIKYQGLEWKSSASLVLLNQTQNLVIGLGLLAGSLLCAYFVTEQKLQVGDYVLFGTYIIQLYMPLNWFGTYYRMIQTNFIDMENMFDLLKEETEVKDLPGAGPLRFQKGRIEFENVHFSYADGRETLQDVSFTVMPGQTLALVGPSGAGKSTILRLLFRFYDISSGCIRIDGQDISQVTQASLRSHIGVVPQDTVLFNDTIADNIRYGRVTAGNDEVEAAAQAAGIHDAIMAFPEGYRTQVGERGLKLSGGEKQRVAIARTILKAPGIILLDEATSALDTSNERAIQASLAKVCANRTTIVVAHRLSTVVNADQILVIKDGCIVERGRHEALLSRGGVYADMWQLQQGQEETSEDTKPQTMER
N-glyco inh – blocks N-linked glycosylation in D54 reporter cells; reporter increase, % at 12.5 µM; AID 588692; D54 ERlucT glycosylation luciferase reporter, 24 h; percent of 100 nM tunicamycin response; hit rate 0.23% among 360,000;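 active = mean luciferase reporter signal, scaled so untreated is 0 and the glycosylation-blocking control 100, at or above a set limit in every replicate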;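 note: luciferase carries N-glycosylation sites so blocking glycosylation raises the light; 0% = median of neutral control wells and 100% = median of 100 nM tunicamycin wells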
TLR9-MyD88 inh – TLR9-MyD88 interaction inhibition | CHO BLA complementation TLR9-MyD88, CCF4 FRET ratio | inhibition, % at 4.98 µM | hit rate 0.21% among 340,000 | AID 504734;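 active = inhibition above the mean over all tested compounds plus 3 SD, cut at about 21% in these data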;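 note: 0% = DMSO only wells and 100% = clavulanate BLA inhibitor control wells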
NOD2 RIPK2 PPI – blocks binding of human NOD2 to RIPK2. CHO BLA complementation NOD2-RIPK2, CCF4 ratio. inhibition, % at 4.98 µM. hit rate 0.38% among 360,000. AID 624267; in the data active = inhibition above about 21%;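 note: 0% = vehicle only and 100% = reference blocker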
SRC2 inh – human SRC2 (NCOA2) inhibition. inhibition, % at 9 µM. AID 651957. Q15596. hit rate 0.17% among 370,000. HEK293 GAL4-SRC2 luciferase reporter, luminescence;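 active = inhibition above the mean inhibition of all tested compounds plus 3 SD, set per campaign, cut at about 52% in these data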;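 note: 0% = DMSO treated cells and 100% = cells given Gossypol at 36 µM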
* marks the source's active call; other numbers are inactive results; . = no result given. The list is partial; the hit share may differ from the screen's.

SMILES	m5-HT2A agonist	ABHD5-PLIN5 inh	MC4R barr agon	Cardio protect	MC4R antag cAMP	ABCB6 inh MLPCN	N-glyco inh	TLR9-MyD88 inh	NOD2 RIPK2 PPI	SRC2 inh
Cc1cc(NC(=O)COC(=O)C2CC(=O)N(c3cccc(Cl)c3)C2)no1 (configuration not stated)	2	2	-2.2	-1	6	100	3	-4	6	1
COc1ccc2c(c1)c(CC(=O)Nc1ccc(C)cc1)c(C)n2C(=O)c1ccc(Cl)cc1	2	0	-1.9	-15	0	105	0	0	0	12
COc1ccc2c(c1)c(/C=N/Nc1ccc(C(=O)O)cc1)c(C)n2C	7	-1	-0.8	4	-3	96	2	2	-2	-24
N=c1c(S(=O)(=O)c2ccc(Cl)cc2)cc2c(=O)n3ccccc3nc2n1CC1CCCO1 (configuration not stated)	4	-7	-2.2	2	11	97	1	-4	-4	.
COc1ccccc1NC(=O)COC(=O)C1CC2CCCC(C1)C2=O (configuration not stated)	-5	10	-1.0	0	0	97	0	-5	1	-1
Cc1ccc2occ(C3N[C@H](C(=O)O)CS3)c(=O)c2c1 (some centres not stated)	3	-3	-0.5	2	-1	115	3	-16	-11	-15
CN(C)C=Nc1c(Br)cc(Br)c2nonc12	0	-26	0.2	-7	5	99	4	6	-1	13
CN(CC(=O)Nc1ccc(N2CCOCC2)cc1)C(=O)CSc1ccc(Br)cc1	-3	5	5.5	-6	2	101	-1	-2	-1	-1
CCc1c(C(=O)N/N=C/c2ccc(OCc3ccc(F)cc3)c(OC)c2)nnn1-c1nonc1N	-3	-2	-0.7	0	11	101	3	-12	-2	-12
O=C(Nc1cccc([N+](=O)[O-])c1)c1cc2ccccc2cc1O	-5	-2	1.6	-16	2	88	-12	-6	9	-4
CCC(CC)C(=O)NCc1ccc(OC)cc1	2	0	2.0	-5	3	87	2	2	-14	1
CCOC(=O)CCCCCC(=O)Nc1ccc2c(c1)C(=O)N([C@@H](C)CO)C[C@H](C)[C@H](CN(C)C(=O)NC(C)C)OCCCC[C@H](C)O2	-1	2	-1.6	9	6	101	1	0	-10	-6
COc1ccc(OC)c2sc(NC(=O)c3ccc(S(=O)(=O)N4CCOCC4)cc3)nc12	2	4	8.0	-5	3	103	4	-8	10	7
Cc1ccc(NC(=O)COc2coc(CN3CCc4ccccc43)cc2=O)cc1Cl	-6	-8	12*	10	8	102	8	-9	-7	-18
CCN1CCN(C(=O)/C=C/c2ccc(C)o2)CC1	2	-1	-2.4	9	-5	98	0	-2	6	-20
CCc1nc2ccc(C(=O)N3CCN(c4cccc(OC)c4)CC3)cc2nc1CC	-5	-5	-1.8	-7	2	99	2	-1	5	15
COCCNc1oc(/C=C/c2ccccc2)nc1C#N	0	0	-0.9	-1	-2	97	-3	2	-1	-66
O=C1NC2(CCCCCC2)C(=O)N1Cc1ccc(Cl)cc1Cl	1	2	3.6	4	21	100	0	-5	-1	19
C=CCc1cccc2cc(C(=O)OCC)c(=O)oc12	2	-6	-1.2	-5	-3	104	2	4	-4	-28
O=C(Cn1ncc2c(=O)oc3ccccc3c21)NCC1CCCO1 (configuration not stated)	6	-5	-0.1	6	2	98	3	-7	-8	-3
COc1ccc(C)cc1NC(=O)C1CCN(S(=O)(=O)c2ccccc2)CC1	3	-2	-2.8	2	6	106	-1	0	-8	11
CCCn1c(N)c(N(CCOC)C(=O)/C=C/c2cccc(Cl)c2)c(=O)[nH]c1=O	5	5	-1.0	3	-2	95	1	-10	-7	-53
CC1(C)OC(=O)C(=CSc2ccc(C(C)(C)C)cc2)C(=O)O1	6	3	-1.1	3	9	104	2	11	10	4
Cc1nn(C)c(C)c1S(=O)(=O)N(CC(=O)Nc1ccccn1)c1ccc(C(C)C)cc1	-5	-8	1.5	11	15	97	-2	-7	-4	-15
N#Cc1ccc(Oc2ccc(-c3cnc4ccccc4n3)cc2)cc1C#N	7	3	-2.2	-8	-4	93	-7	-4	-9	0

Whole records, looked up by structure. Values in the order: m5-HT2A agonist	ABHD5-PLIN5 inh	MC4R barr agon	Cardio protect	MC4R antag cAMP	ABCB6 inh MLPCN	N-glyco inh	TLR9-MyD88 inh	NOD2 RIPK2 PPI	SRC2 inh
Listed for O=C(Nc1cccc([N+](=O)[O-])c1)c1cc2ccccc2cc1O = -5	-2	1.6	-16	2	88	-12	-6	9	-4
Listed for Cc1ccc2occ(C3N[C@H](C(=O)O)CS3)c(=O)c2c1 (some centres not stated) = 3	-3	-0.5	2	-1	115	3	-16	-11	-15
Listed for N=c1c(S(=O)(=O)c2ccc(Cl)cc2)cc2c(=O)n3ccccc3nc2n1CC1CCCO1 (configuration not stated) = 4	-7	-2.2	2	11	97	1	-4	-4	.

Another view of part of the listing above:
Structure: COCCNc1oc(/C=C/c2ccccc2)nc1C#N
  m5-HT2A agonist: 0 | ABHD5-PLIN5 inh: 0 | MC4R barr agon: -0.9 | Cardio protect: -1 | MC4R antag cAMP: -2 | ABCB6 inh MLPCN: 97 | N-glyco inh: -3 | TLR9-MyD88 inh: 2 | NOD2 RIPK2 PPI: -1 | SRC2 inh: -66

Structure: Cc1ccc(NC(=O)COc2coc(CN3CCc4ccccc43)cc2=O)cc1Cl
  m5-HT2A agonist: -6 | ABHD5-PLIN5 inh: -8 | MC4R barr agon: 12* | Cardio protect: 10 | MC4R antag cAMP: 8 | ABCB6 inh MLPCN: 102 | N-glyco inh: 8 | TLR9-MyD88 inh: -9 | NOD2 RIPK2 PPI: -7 | SRC2 inh: -18

(continued)
SMILES	m5-HT2A agonist	ABHD5-PLIN5 inh	MC4R barr agon	Cardio protect	MC4R antag cAMP	ABCB6 inh MLPCN	N-glyco inh	TLR9-MyD88 inh	NOD2 RIPK2 PPI	SRC2 inh
O=C(CSc1nnc(-c2c[nH]c3ccccc23)n1CC1CCCO1)Nc1ccc2c(c1)OCCO2 (configuration not stated)	10	0	-1.5	17	6	104	1	-9	0	-22
Cc1ccc(C)n1-c1ccncc1	4	5	-1.8	-8	17	105	3	-2	1	-26
Cc1ccc(C(=O)CCC(=O)OCC(=O)NNC(=O)c2ccccc2Cl)cc1	-1	-4	-0.7	2	10	92	3	-4	-2	-6
COC(=O)c1ccccc1NC1c2ccccc2C(=O)N1c1cccnc1 (configuration not stated)	3	1	0.8	5	10	242	0	-6	9	7
CSc1cccc(NC(C)=O)c1	-4	-6	-1.2	-3	6	103	-1	-1	-1	-26
CCCCN(C)Cc1c(O)ccc2c(=O)c(-c3ccccc3OC)coc12	-4	-6	1.0	2	1	98	2	-9	-3	-8
CCOc1ncccc1C(=O)NNC(=O)c1cccc(S(=O)(=O)Nc2ccccc2OC)c1	-1	-35	-0.2	9	3	97	1	-9	-9	3
CC(C)NC(=O)Nc1ccc2c(c1)C(=O)N([C@H](C)CO)C[C@H](C)[C@@H](CN(C)Cc1ccc3c(c1)OCO3)OCCCC[C@@H](C)O2	2	4	-1.7	0	-2	96	1	4	-11	-1
COc1ccc(NC(=O)CN(C)C(=O)c2oc3ccccc3c2C)cc1	-1	4	-0.1	1	9	97	0	2	-1	-13
COc1ccc(N2CC(C(=O)O)CC2=O)cc1 (configuration not stated)	5	1	-0.2	12	18	105	2	-8	-8	1
O=C(Nc1ccnn1C1CCN(Cc2ccc(C#CCCO)cc2)CC1)c1cccc(F)c1	-6	5	-3.5	-4	0	94	0	6	-1	11
CC1CC(C)CN(CC(=O)c2c[nH]c3ccccc23)C1 (configuration not stated)	4	1	-0.6	-8	10	168	-1	-3	3	-25
Cc1ccc(-c2ncccc2OC(=O)C23CC4CC(CC(C4)C2)C3)cc1	2	2	2.5	-17	-6	96	1	1	-10	-9
COc1ccc(-n2ncc3c(=O)n(CC(=O)N(C(C)C)C(C)C)cnc32)cc1	37*	0	0.1	10	-4	97	1	6	-4	9
O=C(COc1ccc(S(=O)(=O)Nc2ccccc2)cc1)N1CCOCC1	3	5	-1.5	8	-3	99	-1	-11	-9	3
O=C(c1ccccc1F)N1CCN=C1SCc1cccnc1	-2	-10	-0.5	2	-3	101	0	10	-13	-8
CCOC(=O)C1C(=O)C=C(C)C(C(=O)OCC)C1c1ccc(OC)cc1 (configuration not stated)	-2	-1	1.3	2	3	92	2	7	0	3
Nc1ncnc2c1ncn2[C@@H]1O[C@H](CNS(=O)(=O)c2cc(S(=O)(=O)c3ccccc3)cs2)[C@@H](O)[C@H]1O	10	0	-0.5	-18	2	100	3	-10	-8	29
Cc1cc(C)n(CC(O)Cn2c3ccc(Cl)cc3c3cc(Cl)ccc32)c(=O)n1 (configuration not stated)	0	14	1.8	-6	5	91	-2	5	-7	15
CCOC(=O)C1=C(C)NC(=O)NC1c1ccc(OCC(N)=O)cc1 (configuration not stated)	-1	3	1.8	-1	9	100	5	7	12	1
CC(=O)Nc1ccc(SC(C)C(=O)NC(N)=O)cc1 (configuration not stated)	-1	-3	-0.5	-5	-1	98	2	2	-12	16
Cc1ccc(-n2ncc3c(NNC(=O)Cc4ccccc4)ncnc32)cc1	5	9	-0.3	-2	0	99	2	-8	-4	-10
CCOC(=O)C1CCN(c2cc3c(cc2NC(=O)c2ccccc2Br)n(C)c(=O)n3C)CC1	10	5	-0.3	52*	2	98	2	6	-4	-8
COCc1cc(C)nc(SCC(=O)Nc2ccc3[nH]c(=O)[nH]c3c2)c1C#N	0	8	2.1	3	0	91	7	-10	-12	-5
COC(=O)/C=C/C(=O)Nc1ccc(O)c(Cl)c1	0	5	-1.6	5	1	99	-4	-1	-13	24
CCCCn1nnc(NC(=S)NC(=O)c2ccc(-c3cccc(Cl)c3Cl)o2)n1	0	0	-1.2	-6	12	97	2	11	-2	.
CC1CN(c2nc(-c3ccccc3)nc3ccccc23)CC(C)O1 (configuration not stated)	2	-2	-0.6	12	7	99	-2	-15	-14	10
COc1cccc(NC(=O)c2ccc3c(c2)N(CC(=O)N2CCOCC2)C(=O)C(C)(C)O3)c1	7	4	-3.6	7	1	99	7	0	3	-9

Laid out differently: results already given.
| SMILES | m5-HT2A agonist | ABHD5-PLIN5 inh | MC4R barr agon | Cardio protect | MC4R antag cAMP | ABCB6 inh MLPCN | N-glyco inh | TLR9-MyD88 inh | NOD2 RIPK2 PPI | SRC2 inh |
| --- | --- | --- | --- | --- | --- | --- | --- | --- | --- | --- |
| O=C(CSc1nnc(-c2c[nH]c3ccccc23)n1CC1CCCO1)Nc1ccc2c(c1)OCCO2 (configuration not stated) | 10 | 0 | -1.5 | 17 | 6 | 104 | 1 | -9 | 0 | -22 |
| Cc1ccc(C)n1-c1ccncc1 | 4 | 5 | -1.8 | -8 | 17 | 105 | 3 | -2 | 1 | -26 |
| Cc1ccc(C(=O)CCC(=O)OCC(=O)NNC(=O)c2ccccc2Cl)cc1 | -1 | -4 | -0.7 | 2 | 10 | 92 | 3 | -4 | -2 | -6 |
| COC(=O)c1ccccc1NC1c2ccccc2C(=O)N1c1cccnc1 (configuration not stated) | 3 | 1 | 0.8 | 5 | 10 | 242 | 0 | -6 | 9 | 7 |
| CSc1cccc(NC(C)=O)c1 | -4 | -6 | -1.2 | -3 | 6 | 103 | -1 | -1 | -1 | -26 |
